From PubChem
SENP1 inh: human SENP1 catalytic domain inhibitors, primary screen, biochemical, FRET, uHTS; recombinant SENP1 catalytic domain, CyPet-SUMO1-YPet FRET cleavage; inhibition, % at 10 µM; 360,000 compounds, 0.21% hits;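 active = inhibition at least 30% at 10 µM, raw YFP signal under a set limit, fluorescence ratio 0.5 to 1.5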;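 also: 0% = enzyme with DMSO and 100% = no enzyme wells; some results filed as inactive read as strong as hits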
Target sequence (Q9P0U3 419-644 limits assumed): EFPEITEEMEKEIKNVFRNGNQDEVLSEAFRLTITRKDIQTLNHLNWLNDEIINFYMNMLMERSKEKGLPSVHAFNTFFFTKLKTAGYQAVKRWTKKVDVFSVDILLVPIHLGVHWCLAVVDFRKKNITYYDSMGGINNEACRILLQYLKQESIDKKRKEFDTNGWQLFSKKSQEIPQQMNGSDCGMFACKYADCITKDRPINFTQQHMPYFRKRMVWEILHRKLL
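Controls: no-enzyme wells low, DMSO-plus-enzyme wells high control. Test system: human recombinant His6-tagged SENP1 catalytic domain enzyme. Reagent: SFCypet-SUMO1-SFYpet FRET protein substrate, 25 nM final. Doses: one dose per compound, 10 µM, 0.5% DMSO. Detection: FRET, CFP and YFP emission. Timing: 50 min reaction at room temperature.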
PfG6PD inh: PfG6PD enzyme inhibitors, primary screen, biochemical, fluorescence intensity, uHTS; glucose-6-phosphate dehydrogenase-6-phosphogluconolactonase (Plasmodium falciparum 3D7); PfGluPho enzyme, NADPH resazurin-diaphorase fluorescence; inhibition, % at 20 µM; 350,000 compounds, 0.78% hits; AID 504690, 2011;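 active = inhibition reaching at least a set limit at 20 µM in the primary screen, cut at about 59% in these data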;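 also: 0% = DMSO wells with substrate and 100% = DMSO wells lacking glucose-6-phosphate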
SENP8 block: human SENP8 protease inhibitors, primary screen, biochemical, fluorescence, Nedd8 protein substrate, uHTS; Sentrin-specific protease 8 (Homo sapiens), Q96LD8; recombinant SENP8; inhibition, % at 20 µM; 360,000 compounds, 0.64% hits; AID 602440, 2012; in the data active = inhibition mostly above about 40%, no sharp cut-off; inactive = mostly below about 27%
Target sequence (Q96LD8 whole entry, looked up): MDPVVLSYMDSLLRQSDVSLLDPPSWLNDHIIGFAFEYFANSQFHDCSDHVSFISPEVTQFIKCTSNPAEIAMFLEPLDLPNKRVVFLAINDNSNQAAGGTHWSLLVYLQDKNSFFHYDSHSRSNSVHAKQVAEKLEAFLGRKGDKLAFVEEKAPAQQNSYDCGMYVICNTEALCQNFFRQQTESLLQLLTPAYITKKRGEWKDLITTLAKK
* hit, by the source's call. The list is partial; count on the stated rates, not on these rows.

Results for C[C@H](CO)N1C[C@H](C)[C@@H](CN(C)C(=O)c2ccccc2)Oc2cc(C#C[C@@H](C)O)ccc2S1(=O)=O ?
SENP1 inh: -3; PfG6PD inh: -3; SENP8 block: -1

What do the screens show for `CSc1ccc(CNC(=O)C2CCC(=O)N(CC3CCCCC3)C2)cc1` (stereo not drawn)?
SENP1 inh: 2; PfG6PD inh: -11; SENP8 block: 25

How did COc1cccc(S(=O)(=O)N(C)C[C@H]2Oc3ncc(Br)cc3C(=O)N([C@H](C)CO)C[C@H]2C)c1 do in these assays?
SENP1 inh: 0; PfG6PD inh: 6; SENP8 block: -16

How did CC1=C(C(=O)Nc2cc(C(=O)N3CCN(c4ccc(Cl)cc4)CC3)ccc2C)SCCO1 do in these assays?
SENP1 inh: -2; PfG6PD inh: -14; SENP8 block: 1

How did COc1ccc2oc(C(=O)OCC(=O)NC3CCS(=O)(=O)C3)c(C)c2c1 (stereo not drawn) do in these assays?
SENP1 inh: -7; PfG6PD inh: -8; SENP8 block: -466

What do the screens show for `COc1ccc(CC(=O)Nc2cc(S(=O)(=O)N3CCOCC3)ccc2N2CCCC2)cc1`?
SENP1 inh: 1; PfG6PD inh: -12; SENP8 block: -7

Results for CCOC(=O)C1=C(C#N)C(C(=O)OCC)c2ncccc21 (stereo not drawn) ?
SENP1 inh: 1; PfG6PD inh: 56; SENP8 block: -492

How did O=C(CN1CCN(C(=O)c2ccco2)CC1)Nc1cc(S(=O)(=O)N2CCCC2)ccc1Cl do in these assays?
SENP1 inh: 3; PfG6PD inh: 13; SENP8 block: 20

What do the screens show for `O=C(/C=C/c1ccc(F)cc1)Nc1cc(S(=O)(=O)N2CCOCC2)ccc1N1CCOCC1`?
SENP1 inh: 2; PfG6PD inh: -2; SENP8 block: 1

How did C[C@@H]1CN([C@H](C)CO)S(=O)(=O)c2ccc(-c3cccc(C#N)c3)cc2O[C@H]1CN(C)C(=O)Nc1cc(F)ccc1F do in these assays?
SENP1 inh: 0; PfG6PD inh: 14; SENP8 block: 9

Results for Cc1cc(C)cc(NC(=O)C2COc3ccccc3O2)c1 (stereo not drawn) ?
SENP1 inh: 0; PfG6PD inh: 11; SENP8 block: 8

How did Cc1cccc(NC(=O)CSc2nnc3ccc(-c4cccnc4)nn23)c1 do in these assays?
SENP1 inh: -2; PfG6PD inh: -2; SENP8 block: -74

What do the screens show for `Cc1noc(C)c1NC(=O)N(C)C[C@@H]1Oc2ncc(Br)cc2C(=O)N([C@@H](C)CO)C[C@@H]1C`?
SENP1 inh: 1; PfG6PD inh: -16; SENP8 block: 2

Results for COc1cccc(-c2cnc3c(c2)C(=O)N([C@H](C)CO)C[C@@H](C)[C@H](CN(C)C(=O)Nc2ccccc2F)O3)c1 ?
SENP1 inh: 1; PfG6PD inh: -1; SENP8 block: -24

How did Nc1ccc2c(c1)[nH]c(=O)c1cc(N)ccc12 do in these assays?
SENP1 inh: -30; PfG6PD inh: 33; SENP8 block: inactive

What do the screens show for `O=C1NC(Cc2ccccc2)c2nc3ccc(Cl)cc3c(=O)n2-c2ncccc21` (stereo not drawn)?
SENP1 inh: 0; PfG6PD inh: 18; SENP8 block: -18

Results for COc1cccc(C#CC2=CC(=O)C[C@H](c3ccc(F)cc3)C2)c1 ?
SENP1 inh: 0; PfG6PD inh: 9; SENP8 block: 12

What do the screens show for `CCOc1ccc2nc(N/C(N)=N/S(=O)(=O)c3ccc(C)cc3)nc(C)c2c1`?
SENP1 inh: 3; PfG6PD inh: -6; SENP8 block: inactive

What do the screens show for `Cc1ccn2c(CC(C)(C)C)c(-c3ccc(F)cc3)nc2c1`?
SENP1 inh: -17; PfG6PD inh: 29; SENP8 block: -10

What do the screens show for `CCCCCC(=O)N1C[C@H](O)[C@@H](n2cc(C3CC3)nn2)C[C@@H]1c1ccc(C)cc1`?
SENP1 inh: 1; PfG6PD inh: 9; SENP8 block: 3

Results for C(=NN=Cc1c[nH]c2ccccc12)c1c[nH]c2ccccc12 ?
SENP1 inh: -3; PfG6PD inh: 5; SENP8 block: 18

What do the screens show for `O=C(CCN1C(=O)NC2(CCCC2)C1=O)Nc1ccc(Sc2ccc(Br)cc2)cc1`?
SENP1 inh: -1; PfG6PD inh: 16; SENP8 block: 10

Results for O=C(C[C@@H]1C[C@@H]2c3cc(NC(=O)C4CCC4)ccc3O[C@@H]2[C@@H](CO)O1)NCc1ccc(Cl)cc1 ?
SENP1 inh: -2; PfG6PD inh: 3; SENP8 block: 7

What do the screens show for `O=c1c(OCc2ccccc2)cccn1Cc1ccccc1`?
SENP1 inh: 0; PfG6PD inh: 4; SENP8 block: 13

How did Cc1ccc(S(=O)(=O)NCN2C(=O)c3ccccc3C2=O)cc1 do in these assays?
SENP1 inh: 1; PfG6PD inh: -15; SENP8 block: 16

How did CCN(CC)C(=O)C1CCCN(C(=O)c2ccc3nc(-c4cccc(OC)c4)oc3c2)C1 (stereo not drawn) do in these assays?
SENP1 inh: 0; PfG6PD inh: -20; SENP8 block: 10

What do the screens show for `C[C@@H]1CN([C@H](C)CO)C(=O)CCCn2cc(nn2)CO[C@H]1CN(C)C(=O)Nc1cccc(F)c1`?
SENP1 inh: 0; PfG6PD inh: 9; SENP8 block: 10

What do the screens show for `C[C@@H]1CN([C@@H](C)CO)C(=O)c2cc(C#CC3CCCCC3)cnc2O[C@@H]1CN(C)S(=O)(=O)c1ccc(F)cc1`?
SENP1 inh: 0; PfG6PD inh: 66*; SENP8 block: -39

Results for COc1ccc(/C=C2\SC(=O)N(CCCC(=O)Nc3ccc(C(=O)O)cc3)C2=O)cc1 ?
SENP1 inh: 2; PfG6PD inh: -6; SENP8 block: 11

Results for CN1CCn2cnc(C(=O)N3CCN(c4ccccc4)CC3)c2C1=O ?
SENP1 inh: -2; PfG6PD inh: 11; SENP8 block: 10

Results for CSc1ncnc2c1ncn2CCCNCC1CCCCC1 ?
SENP1 inh: 0; PfG6PD inh: -8; SENP8 block: 22

How did CCc1ccc(N2CC(C(=O)N3CCN(S(=O)(=O)c4cccc(F)c4)CC3)CC2=O)cc1 (stereo not drawn) do in these assays?
SENP1 inh: -1; PfG6PD inh: 1; SENP8 block: 8

How did CCOC(=O)N1CCN(S(=O)(=O)N2CCCC(C(=O)NCc3ccccc3OCC)C2)CC1 (stereo not drawn) do in these assays?
SENP1 inh: 1; PfG6PD inh: -7; SENP8 block: 9

Results for CC(C)Cc1nnc(NC(=O)C2CCCN(C(=O)c3ccc(Cl)cc3)C2)s1 (stereo not drawn) ?
SENP1 inh: 3; PfG6PD inh: -2; SENP8 block: 10

What do the screens show for `Cn1sc2ccccc2c1=O`?
SENP1 inh: 0; PfG6PD inh: 91*; SENP8 block: 12

Results for Cc1cc(=O)n(Nc2ccccc2)c(O)c1C#N ?
SENP1 inh: -14; PfG6PD inh: 22; SENP8 block: -161

How did Cc1cc(C)c(S(=O)(=O)c2ccc(F)cc2)c(C)c1 do in these assays?
SENP1 inh: 1; PfG6PD inh: 36; SENP8 block: 4

What do the screens show for `Cc1ccn2c(Cc3ccccc3)c(-c3ccc(Br)cc3)nc2c1`?
SENP1 inh: 3; PfG6PD inh: 108*; SENP8 block: -323

Results for CCCCNC(=O)C(=O)Nc1ccc2c(c1)N(S(=O)(=O)c1cccs1)CCC2 ?
SENP1 inh: 0; PfG6PD inh: 15; SENP8 block: 4

What do the screens show for `Cc1ccc(NC(=O)COC(=O)CN2CCSC2=O)cc1Cl`?
SENP1 inh: 2; PfG6PD inh: -5; SENP8 block: 8

Results for Cc1ccc([C@H]2C[C@H](O)[C@@H](n3cc(C4CC4)nn3)CN2Cc2cccs2)cc1 ?
SENP1 inh: 0; PfG6PD inh: 30; SENP8 block: 2

How did CCCn1c(N)c(N(CCOC)C(=O)COC(=O)COc2c(C)cc(C)cc2C)c(=O)[nH]c1=O do in these assays?
SENP1 inh: 1; PfG6PD inh: -1; SENP8 block: -1

How did C[C@H]1CN([C@@H](C)CO)C(=O)CCCn2nncc2CO[C@@H]1CN(C)S(=O)(=O)c1ccc(-c2ccccc2)cc1 do in these assays?
SENP1 inh: 1; PfG6PD inh: -34; SENP8 block: 16

Results for O=C(NC1CC1)c1ccc(CSCc2ccc(Cl)cc2)o1 ?
SENP1 inh: 3; PfG6PD inh: 5; SENP8 block: 27

Results for COCC1CCN(C(=O)c2ccc3nc(Cc4cccc(Cl)c4)oc3c2)CC1 ?
SENP1 inh: -1; PfG6PD inh: 1; SENP8 block: 4

Part of the list above in order of SMILES length, ascending.
How did Cc1cc(C)c(S(=O)(=O)c2ccc(F)cc2)c(C)c1 do in these assays?
SENP1 inh: 1; PfG6PD inh: 36; SENP8 block: 4

Results for CCCCNC(=O)C(=O)Nc1ccc2c(c1)N(S(=O)(=O)c1cccs1)CCC2 ?
SENP1 inh: 0; PfG6PD inh: 15; SENP8 block: 4

How did CCCn1c(N)c(N(CCOC)C(=O)COC(=O)COc2c(C)cc(C)cc2C)c(=O)[nH]c1=O do in these assays?
SENP1 inh: 1; PfG6PD inh: -1; SENP8 block: -1

Random excerpt: 6 records from the list.
Results for CC(C)Cc1nnc(NC(=O)C2CCCN(C(=O)c3ccc(Cl)cc3)C2)s1 (stereo not drawn) ?
SENP1 inh: 3; PfG6PD inh: -2; SENP8 block: 10

Results for Cc1cc(=O)n(Nc2ccccc2)c(O)c1C#N ?
SENP1 inh: -14; PfG6PD inh: 22; SENP8 block: -161

Results for COCC1CCN(C(=O)c2ccc3nc(Cc4cccc(Cl)c4)oc3c2)CC1 ?
SENP1 inh: -1; PfG6PD inh: 1; SENP8 block: 4

Results for O=C(NC1CC1)c1ccc(CSCc2ccc(Cl)cc2)o1 ?
SENP1 inh: 3; PfG6PD inh: 5; SENP8 block: 27

How did CCCn1c(N)c(N(CCOC)C(=O)COC(=O)COc2c(C)cc(C)cc2C)c(=O)[nH]c1=O do in these assays?
SENP1 inh: 1; PfG6PD inh: -1; SENP8 block: -1

How did CCOC(=O)N1CCN(S(=O)(=O)N2CCCC(C(=O)NCc3ccccc3OCC)C2)CC1 (stereo not drawn) do in these assays?
SENP1 inh: 1; PfG6PD inh: -7; SENP8 block: 9

Carrying on:
How did O=C(Nc1cccc(C(=O)O)c1)/C(=C\c1ccc2c(c1)OCO2)NC(=O)c1ccccc1Br do in these assays?
SENP1 inh: 1; PfG6PD inh: -26; SENP8 block: -7

Results for CC(=Cc1cccs1)C(=O)c1ccccc1 ?
SENP1 inh: 1; PfG6PD inh: 0; SENP8 block: 21

How did CN1CCN(C(=O)C(=O)c2cn(CC(=O)N3CCOCC3)c3ccccc23)CC1 do in these assays?
SENP1 inh: -2; PfG6PD inh: 6; SENP8 block: 9

What do the screens show for `CSC[C@H]1CN(Cc2cccnc2)C(=O)[C@@H]1CC(=O)Nc1ccc(Br)cc1`?
SENP1 inh: -1; PfG6PD inh: -5; SENP8 block: 4

What do the screens show for `COc1ccc(S(=O)(=O)N(C)C[C@H]2OCCCC[C@H](C)Oc3ccc(NC(=O)Nc4ccc(F)cc4)cc3C(=O)N([C@H](C)CO)C[C@H]2C)cc1`?
SENP1 inh: 1; PfG6PD inh: 9; SENP8 block: 17

How did N#Cc1ccc(OCC(=O)Nc2nc(-c3ccccn3)cs2)cc1 do in these assays?
SENP1 inh: -1; PfG6PD inh: 42; SENP8 block: 3

What do the screens show for `Cc1ccc(S(=O)(=O)N(C)C[C@@H]2OCc3cnnn3CCCC(=O)N([C@@H](C)CO)C[C@@H]2C)cc1`?
SENP1 inh: 1; PfG6PD inh: 0; SENP8 block: 7

How did COc1cccc(NC(=O)C2CCN(S(=O)(=O)c3ccc(N4CCCC4=O)cc3)CC2)c1 do in these assays?
SENP1 inh: 0; PfG6PD inh: -9; SENP8 block: 22

Results for C[C@@H]1CN([C@H](C)CO)C(=O)c2cc(-c3ccc(F)cc3)cnc2O[C@H]1CN(C)C(=O)c1ccc(F)cc1 ?
SENP1 inh: 2; PfG6PD inh: 30; SENP8 block: 15

Results for C[C@@H]1CN([C@@H](C)CO)C(=O)c2ccccc2-c2ccccc2CO[C@@H]1CN(C)S(=O)(=O)c1ccc(C(F)(F)F)cc1 ?
SENP1 inh: -4; PfG6PD inh: 33; SENP8 block: -6

What do the screens show for `O=C(c1ccco1)N1CCN(c2ncnc3scc(-c4ccc(Cl)cc4)c23)CC1`?
SENP1 inh: -2; PfG6PD inh: 11; SENP8 block: 7

What do the screens show for `CC1(C)CC(=O)C=C(c2ccc(-c3ccc(S(C)(=O)=O)cc3)cc2)C1=O`?
SENP1 inh: 0; PfG6PD inh: 8; SENP8 block: 16

Results for COCOCCn1cc(CN2CCS(=O)(=O)N(Cc3ccc(-c4ccc(C)cc4)cc3)C(CC(C)C)C2=O)nn1 (stereo not drawn) ?
SENP1 inh: -1; PfG6PD inh: 8; SENP8 block: 17

How did O=C(CCNS(=O)(=O)c1ccccc1)OCc1ccc([N+](=O)[O-])cc1 do in these assays?
SENP1 inh: 1; PfG6PD inh: 0; SENP8 block: 18
